Compound activity: PubChem, The Scripps Research Institute Molecular Screening Center
PP1 inh: PP1-alpha phosphatase inhibitors, primary screen, counter-screen for PP5 inhibitor project, biochemical, fluorescence, OMFP substrate, single point | Serine/threonine-protein phosphatase PP1-alpha catalytic subunit (Homo sapiens), P62136 | purified PP1alpha | inhibition, % at 6.7 µM | 320,000 tested, 0.9% active | AID 2235, 2010;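 active = inhibition above the mean inhibition of all tested compounds plus 3 SD, computed separately for each screening campaign, cut at about 15% in these data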
Target sequence (P62136 whole entry, looked up): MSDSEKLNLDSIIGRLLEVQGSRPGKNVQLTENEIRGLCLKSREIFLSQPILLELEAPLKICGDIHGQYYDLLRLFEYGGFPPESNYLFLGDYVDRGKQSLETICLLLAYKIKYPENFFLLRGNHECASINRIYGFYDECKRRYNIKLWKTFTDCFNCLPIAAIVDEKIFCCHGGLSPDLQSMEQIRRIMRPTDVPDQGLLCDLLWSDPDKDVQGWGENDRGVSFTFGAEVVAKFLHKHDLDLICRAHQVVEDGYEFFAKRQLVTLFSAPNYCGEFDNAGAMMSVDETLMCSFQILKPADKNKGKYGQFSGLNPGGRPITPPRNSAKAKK
HCV core dimer: inhibitors of HCV core protein dimerization, primary screen, biochemical, TR-FRET, high-throughput. TR-FRET GST/Flag-core106 dimerization, 1536-well. inhibition, % at 5 µM. 300,000 tested, 0.33% active. AID 1899, 2009;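 active = inhibition above the mean of all tested compounds plus 3 SD, set per screening campaign, cut at about 45% in these data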
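Assay system: tagged HCV core106 pair (GST and Flag); medium: KF-containing HEPES buffer, pH 7.45, DTT, CHAPS, BSA; also added: Eu donor and XL665 acceptor anti-tag antibodies; dosing: 5 µM single dose; timing: compound-protein-antibody incubation 4 h at 22.5 °C; signal: TR-FRET 671 and 617 nm emission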
PP5 primary: PP5 phosphatase inhibitors, primary screen, biochemical, fluorescence; Serine/threonine-protein phosphatase 5 (Homo sapiens), P53041; inhibition, % at 6.7 µM; 320,000 tested, 0.18% active; purified PP5c, OMFP substrate fluorescence;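 active = inhibition above the campaign's mean inhibition across all tested compounds plus 3 SD, cut at about 9.5% in these data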;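 note: 0% = DMSO only and 100% = 100 µM cantharidin control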
AHR activator: AHR activators, primary screen, cell-based, luminescence, luciferase reporter, human | AHR-responsive luciferase reporter cells | activation, % at 5 µM | 320,000 tested, 2.5% active | AID 2796, 2010; in the data active = activation above about 47%;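 note: 0% = vehicle wells and 100% = reference agonist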
CTSL1 counter: Fasciola hepatica cathepsin L1 inhibitors, primary screen, counter-screen for PFM18AAP inhibitor project, biochemical, QFRET, fluorogenic peptide substrate; recombinant F. hepatica cathepsin L1, Z-Leu-Arg-MCA fluorescence; inhibition, % at 5.96 µM; 300,000 tested, 0.49% active;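 active = inhibition above the mean of all tested compounds plus 3 SD, set per screening campaign, cut at about 17% in these data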;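 note: 0% = plate median of test compound wells and 100% = 1 µM Z-Phe-Ala-diazomethylketone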
proCasp3 act: activators of human procaspase-3 D3A mutant, primary screen, biochemical, absorbance, PC-3 D3A mutant, single concentration | recombinant procaspase-3 D3A, Ac-DEVD-pNA absorbance 405 nm | Caspase-3 (Homo sapiens), P42574 | 330,000 tested, 0.11% active | activation, % at 8.5 µM;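 active = activation above the mean of all tested compounds plus 3 SD, cut at about 21% in these data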;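 note: 0% = DMSO alone and 100% = DMSO wells spiked with extra 5 µM PC-3 D3A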
Target sequence (P42574 whole entry D9A/D28A/D175A): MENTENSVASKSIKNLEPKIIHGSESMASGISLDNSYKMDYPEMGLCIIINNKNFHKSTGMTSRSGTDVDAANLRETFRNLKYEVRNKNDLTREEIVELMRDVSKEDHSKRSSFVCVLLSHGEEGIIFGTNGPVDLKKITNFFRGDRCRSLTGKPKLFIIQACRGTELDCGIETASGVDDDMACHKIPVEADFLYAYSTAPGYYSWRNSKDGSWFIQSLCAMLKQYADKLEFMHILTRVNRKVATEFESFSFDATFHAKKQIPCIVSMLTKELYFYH
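Assay system: Autoprocessing-dead procaspase-3 D3A mutant enzyme; also added: Ac-DEVD-pNA; doses: one concentration, 8.5 µM nominal, 0.8% DMSO; times: 1 h compound preincubation, 2 h substrate hydrolysis at 25 °C; technique: 405 nm absorbance of p-nitroaniline, reads at 0 and 120 min; measure: % activation between DMSO and enzyme-spiked controls; repeats: single replicate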
PAFAH2 inh: PAFAH2 enzyme inhibitors, primary screen, biochemical, fluorescence polarization, human; recombinant PAFAH2, FP-rhodamine activity probe; inhibition, % at 3.39 µM; 340,000 tested, 0.99% active;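 active = inhibition above the mean over all tested compounds plus 3 SD, cut at about 30% in these data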;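 note: inhibitors block probe labeling of enzyme so polarization drops; 0% = enzyme with DMSO and 100% = wells lacking PAFAH2 protein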
TPT1 inhibitor: Candida albicans TPT1 enzyme inhibitors, primary screen, biochemical, fluorescence polarization; tRNA 2'-phosphotransferase TPT1 (Candida albicans SC5314); recombinant caTPT1, FP RNA substrate dephosphorylation; inhibition, % at 5 µM; 300,000 tested, 0.81% active; AID 1962, 2009;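 active = inhibition above the mean of all tested compounds plus 3 SD, set per screening campaign, cut at about 24% in these data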;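 note: plate controls were DMSO alone for no effect and ferristatin control at 100 nM for full effect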
proCasp7 act: procaspase-7 activators, primary screen, counter-screen for procaspase-3 activator project, biochemical, absorbance, HTS, human | Caspase-7 (Homo sapiens), P55210 | recombinant procaspase-7, Ac-DEVD-pNA absorbance 405 nm; D23A/D198A/D206A triple mutant, cannot self-cleave; scale: DMSO 0, 5 µM enzyme 100 | activation, % at 8.5 µM | 330,000 tested, 0.093% active;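 active = percent activation above the screen-wide mean plus 3 SD, cut at about 25% in these data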
Target sequence (P55210 whole entry D23A/D198A/D206A): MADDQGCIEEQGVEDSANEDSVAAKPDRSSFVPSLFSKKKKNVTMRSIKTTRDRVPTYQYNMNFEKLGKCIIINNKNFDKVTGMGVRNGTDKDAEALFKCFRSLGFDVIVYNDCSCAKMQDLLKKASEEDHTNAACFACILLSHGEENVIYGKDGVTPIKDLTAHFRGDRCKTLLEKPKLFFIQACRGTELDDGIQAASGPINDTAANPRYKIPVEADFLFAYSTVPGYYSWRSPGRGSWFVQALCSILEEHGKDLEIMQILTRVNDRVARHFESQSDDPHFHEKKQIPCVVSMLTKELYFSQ
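Material: Procaspase-7 triple mutant (PC-7 D3A) | Quantity: 2 µM procaspase-7 mutant as dispensed | Reagent: DEVD-pNA substrate | Times: 1 h preincubation, 2 h reaction | Technique: 405 nm absorbance of p-nitroaniline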
* marks the source's active call; other numbers are inactive results; / = no result given.

SMILES	PP1 inh	HCV core dimer	PP5 primary	AHR activator	CTSL1 counter	proCasp3 act	PAFAH2 inh	TPT1 inhibitor	proCasp7 act
Cc1ccc(Cl)cc1N(CC(=O)NC1CCCC1)C(=O)c1csnn1	1	-11	-0.5	-2	-2	5	0	-1	-8
OCCC1CN(Cc2ccsc2)CCN1C1CCCC1 (stereo unspecified)	0	-12	2.0	-2	-3	8	-4	3	-1
COc1cc(C2N(C)C(=O)c3ccccc3N2C)ccc1O (stereo unspecified)	-5	-7	-0.3	4	5	-2	-7	-6	-3
Cc1cccc(N(C)S(=O)(=O)c2ccc3[nH]c(=O)c(=O)[nH]c3c2)c1	-3	-2	-3.2	-2	3	5	1	-1	3
S=c1[nH]nc(-c2cc(-c3ccco3)[nH]n2)n1-c1cccc2ccccc12	-1	3	1.8	12	3	-12	8	1	-8
CCC(C)(C)NC(=O)c1ccc2c(c1)N(CC(=O)NC1CCCC1)C(=O)C(C)(C)O2	-5	7	0.7	3	7	-7	5	-1	-1
CC(=O)Nc1ccc(N/C=C/C(=O)c2ccc(Cl)cc2)cc1	0	6	1.0	-1	-1	0	-7	3	2
CN1CCC(NC(=O)c2cc(-c3cccc(Br)c3)nc3ccccc23)CC1	-5	-16	-5.3	8	1	5	1	2	10
CC(C)(C)C(=O)NC(NC(=S)Nc1ccc(S(N)(=O)=O)cc1)C(Cl)(Cl)Cl (stereo unspecified)	1	-2	1.6	2	-4	0	-3	-2	-9
COc1ccc(CCNC(=S)Nc2cccc3ccccc23)cc1	1	-11	0.6	22	3	-2	5	-1	-4
CCCCc1ccc(NC(=S)NCCO)cc1	0	0	2.8	-1	-3	1	-5	-2	3
COc1ccc(S(=O)(=O)NNC(=O)c2ccc(-n3c(C)ccc3C)cc2)cc1	3	33	7.8	2	1	-8	/	13	-10
CC(C)NC(=O)C(Cc1ccccc1)N1C(=O)c2ccccc2C1=O (stereo unspecified)	5	3	1.9	55*	2	2	-2	0	8
COc1ccc(S(=O)(=O)N(C)C[C@@H]2Oc3ccc(NS(C)(=O)=O)cc3C(=O)N([C@@H](C)CO)C[C@H]2C)cc1	/	/	/	0	/	0	11	/	13
Cc1ccccc1C(=O)OCCN1CCOCC1	-2	-3	2.6	-1	-2	6	-5	3	-1

Shown with bars between the fields: entries from further up
structure | PP1 inh | HCV core dimer | PP5 primary | AHR activator | CTSL1 counter | proCasp3 act | PAFAH2 inh | TPT1 inhibitor | proCasp7 act
Cc1ccccc1C(=O)OCCN1CCOCC1 | -2 | -3 | 2.6 | -1 | -2 | 6 | -5 | 3 | -1
COc1ccc(S(=O)(=O)N(C)C[C@@H]2Oc3ccc(NS(C)(=O)=O)cc3C(=O)N([C@@H](C)CO)C[C@H]2C)cc1 | / | / | / | 0 | / | 0 | 11 | / | 13

(listing goes on)
SMILES	PP1 inh	HCV core dimer	PP5 primary	AHR activator	CTSL1 counter	proCasp3 act	PAFAH2 inh	TPT1 inhibitor	proCasp7 act
COc1ccc(/C=N/NC(=O)C(=O)NCC2CCCO2)cc1 (stereo unspecified)	-1	-14	4.5	1	5	-1	-2	-3	1
CC(Sc1nc2c(c(=O)[nH]1)CCCC2)C(=O)Nc1ccc(S(N)(=O)=O)cc1 (stereo unspecified)	3	1	2.1	-2	-3	7	13	0	10
CCOc1ccc(Nc2nc(N)c([N+](=O)[O-])c(N3CCN(C)CC3)n2)cc1	0	8	0.6	22	2	4	-4	4	-1
Nc1c(-c2ccccc2)cnc2c(-c3ccccc3)cnn12	2	-18	2.1	-3	3	-1	-2	-8	6
O=S(=O)(NCC(O)c1ccccc1)c1ccc(-c2ccccn2)s1 (stereo unspecified)	-1	3	1.5	-2	-3	-6	2	-1	10
Cn1c(=S)n(C)c2ccccc21	-7	6	-1.9	2	-4	-5	5	3	7
O=C(/C=C/c1cccc([N+](=O)[O-])c1)NCCSCc1ccco1	-3	11	-0.8	7	0	3	8	2	-1
Cc1cc(C(=O)COC(=O)C2=COCCO2)c(C)n1-c1ccccc1	/	/	/	-3	/	-2	13	/	2
Cc1ccc(CNC(=O)C(=O)NCC2CCCN2S(=O)(=O)c2cc(C)ccc2C)cc1 (stereo unspecified)	-3	2	-0.2	-1	-6	-2	2	-2	10
COc1ccccc1NC(=O)COC(=O)Cc1cccs1	0	-1	2.2	3	-11	6	-1	-3	8
O=C1c2ccc([N+](=O)[O-])cc2C(=O)N1c1ccc(Cl)cn1	-1	1	-3.9	2	2	-4	4	-2	2
O=C(O)CCC(=O)N1CCc2cc(S(=O)(=O)NC3CCCc4ccccc43)ccc21 (stereo unspecified)	1	3	0.8	1	1	-2	13	2	0
COc1ccc2oc(C(=O)Nc3nccs3)c(C)c2c1	2	21	-1.1	77*	1	-3	2	-4	1
Cc1ccc(Cl)cc1C1=CC(=O)C[C@H](c2ccc(F)cc2)C1	0	/	2.3	-2	/	3	-1	/	27*
OCC1(Cc2cccc(Cl)c2)CCCN(Cc2ccc3cc(F)ccc3n2)C1 (stereo unspecified)	0	10	0.1	23	-1	1	-1	-1	-2
Cc1ccc(-n2nc3c(c2NC(=O)c2cccs2)CS(=O)(=O)C3)c(C)c1	-1	11	0.7	3	0	-4	1	1	-7
CCN(CC)CCCNC(=S)N(Cc1cccnc1)Cc1cc2cc(C)ccc2[nH]c1=O	1	2	-1.5	-1	-2	1	0	-1	2
CN1CCN(c2ccc(S(=O)(=O)N3CCCCC3)cc2NC(=O)CCc2ccccc2)CC1	-1	/	-0.8	1	/	-1	5	/	10
O=C(CN1C(=O)c2ccccc2S1(=O)=O)Nc1cccc(S(=O)(=O)N2CCOCC2)c1	/	/	/	1	/	-5	3	/	5
COc1cc(/C=C(\C#N)C(=O)NCC2CCCO2)ccc1OCC(N)=O (stereo unspecified)	-3	2	2.0	-1	-4	-9	-2	-1	0
CCCCCCCNC(=O)C1(CC2CC(c3ccc(Cl)cc3)=NO2)CCN(C(=O)C2(C)CC2)CC1 (stereo unspecified)	7	14	4.0	1	3	-3	-6	-1	1
Cc1ccc(C(=O)Nc2cccc3cccnc23)cc1Br	-4	3	-0.6	23	3	8	/	2	3
CC(C)CCN1CCN=C1Nc1ccccc1	-5	-8	-1.1	-1	-3	-3	2	-5	6
O=C(NC(Cc1ccccc1)C(=O)O)OCc1ccccc1 (stereo unspecified)	0	1	3.2	1	-1	10	-7	0	3
COc1ccc(NC(=O)N2CCCCC2c2cccnc2)cc1 (stereo unspecified)	-1	-1	1.5	-1	4	0	-1	-1	-6
C[C@H](CO)N1C[C@H](C)[C@@H](CN(C)Cc2ccc(-c3ccccc3)cc2)Oc2c(NC(=O)Nc3ccc4c(c3)OCO4)cccc2C1=O	/	/	/	5	/	-6	-7	/	-18
COc1ccc(CC(=O)NNC(=O)c2ccco2)cc1	2	-4	1.2	-2	-2	6	1	0	-2
CCCC(=O)N1CCC(O)(c2cccc(F)c2)CC1	0	-1	-2.4	0	1	1	-7	-1	6
O=C(Nc1ccccn1)C1CCN(C(=O)c2ccc(F)cc2)CC1	-3	2	1.7	9	1	4	-4	1	2
COC(=O)c1ccc(N2CCN(C)CC2)c(NC(=O)COc2cccc(C)c2)c1	1	-6	3.1	5	-2	-2	-5	4	-1
OC1CC(c2ccco2)NC2(CCCCC2)C1 (stereo unspecified)	0	-2	1.9	1	1	-2	3	0	5
Cc1cccc(-c2ccc3ncnc(NCc4cccnc4)c3c2)c1	1	/	2.9	18	/	1	0	/	5
COc1ccc(CCNC(=O)CN(C2CCCCC2)S(C)(=O)=O)cc1	-3	-3	3.9	0	-3	3	-7	-4	1
COC(=O)CSc1nnc(SCc2ccc(OC)cc2)s1	0	-7	3.2	-2	-4	11	-7	2	2
O=C(CCl)NCCCCCCCCCNC(=O)CCl	2	-7	1.5	0	11	-1	2	3	-6
COCCN(C(=O)C1CCC1)c1c(N)n(CC(C)C)c(=O)[nH]c1=O	0	/	0.2	3	/	-3	-5	/	-5
COc1ccc(NC(=O)CSc2nnc3ccc(-c4cccnc4)nn23)cc1	2	-5	0.3	-1	1	2	0	-4	12
O=C(N/N=C/c1oc(O)c2ccccc12)c1ccccc1O	0	6	1.5	11	-1	0	22	3	-3
CCOc1cccc(OCCOCCN2CCCC2)c1	-4	-2	-1.7	0	0	9	1	1	18
O=C(CN1CCN(S(=O)(=O)N2CCOCC2)CC1)Nc1cc(Cl)cc(Cl)c1	0	-2	-0.3	1	9	2	4	0	3
CCOc1ccc(C(=O)N/N=C(\c2ccccc2)c2ccccn2)cc1	1	0	0.8	8	5	0	-9	-1	-12
O=C(c1cc(-c2ccccc2Cl)on1)N1CCCC1	-3	-4	2.1	-9	-1	-5	36*	2	-4
C=CCn1c(CNC(=O)c2cccs2)nnc1SCc1ccc(Cl)cc1Cl	5	-2	0.7	2	0	-2	-3	-4	1
COc1c(N2CCN(C(=S)Nc3ccc(F)cc3)C(C)C2)c(F)cc2c(=O)c(C(=O)O)cn(C3CC3)c12 (stereo unspecified)	-2	1	4.2	1	-1	-3	-1	3	-3
CCc1c(C)nc(SCC(=O)c2cccs2)c(C#N)c1C	3	-13	0.7	94*	7	-15	12	11	-12
COc1ccc(/C=C2\CCCCC2=O)cc1	-8	4	-2.6	0	0	9	2	-2	-1
CC(C)c1cc(=O)[nH]c(N2CCN(Cc3ccc4c(c3)OCO4)CC2)n1	-9	-13	5.7	2	2	0	3	0	-3
CSc1ncccc1C(=O)OCC(=O)Nc1ccc(C)c(S(=O)(=O)N2CCOCC2)c1	/	/	/	1	/	10	29	/	7
O=C1CC(Cc2ccccc2)C(=O)N1c1ncccn1 (stereo unspecified)	0	-2	0.4	1	-2	4	2	-2	8
COc1ccc2[nH]c(C)c(CCNC(=S)Nc3ccccc3OC)c2c1	-1	-14	2.3	9	-2	7	2	-4	-7
CC(=O)Nc1cccc(C(=O)OCc2ccccc2)c1	0	-7	1.3	-4	-2	9	-5	-2	-3
Cc1ccc(S(=O)(=O)N2CCC(C(=O)OC(C)C(=O)N(C)c3ccccc3)CC2)cc1C (stereo unspecified)	0	/	1.3	1	/	5	3	/	2
COc1cc(C(=O)N2CCN=C2c2ccccc2)cc(OC)c1OC	-2	-5	3.1	8	-2	5	-1	-7	-7

2 compounds picked at random from the list so far:
SMILES	PP1 inh	HCV core dimer	PP5 primary	AHR activator	CTSL1 counter	proCasp3 act	PAFAH2 inh	TPT1 inhibitor	proCasp7 act
COc1cc(C(=O)N2CCN=C2c2ccccc2)cc(OC)c1OC	-2	-5	3.1	8	-2	5	-1	-7	-7
COc1ccc2[nH]c(C)c(CCNC(=S)Nc3ccccc3OC)c2c1	-1	-14	2.3	9	-2	7	2	-4	-7
